MRP resist rev: compounds reversing MRP-mediated drug resistance | 85,000 compounds, 0.04% hits | H69AR cells + 2 uM doxorubicin, CellTiter-Glo, 72 h | differential viability (reversal), % at 10 µM;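 active = viability drop by adding the cancer drug above about 55%, with treated viability meeting a 40% cutoff, limit read from the data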;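 note: viability without doxorubicin minus viability with 2 µM doxorubicin for each compound; larger differential means the compound sensitizes cells more to doxorubicin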
NFkB transloc inh: blocks IL-1B driven NFkB nuclear translocation in HUVEC cells. inhibition, % at 2 µM. HUVEC IL-1B NFkB p65 nuclear translocation imaging. 94,000 compounds, 0.43% hits;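 active = inhibition above about 30% together with a positive call from visual inspection of the well image, limit read from the data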;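 note: nuclear over cytoplasmic p65 intensity ratio measured by imaging; 0% = IL-1B stimulated DMSO wells and 100% = unstimulated DMSO wells; values of inactives mirror those of a sister screen read the other way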
Bcl-B displacement: displacers of TR3 peptide from Bcl-B, primary screen, selectivity assay for Bfl-1 inhibitor project, biochemical, fluorescence polarization. displacement, % at 20 µM; hits with a dose series show IC50 in µM. 96,000 compounds, 0.11% hits. FP displacement of FITC-TR3 peptide from Bcl-B; higher % means a stronger effect;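 active = displacement above 50% at 20 µM plus a fluorescence interference ratio under 1.5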;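 note: plate controls were wells without compound for no effect and wells lacking Bcl-B protein for full effect; a part of the inactive calls stands beside numbers as strong as those of hits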
MRP resist rev cytotoxicity: recorded beside MRP resist rev, whose call it bears; viability, %; H69AR cells, CellTiter-Glo, 72 h; measured here: cytotoxicity without doxorubicin
MRP resist rev with doxorubicin: also measured in MRP resist rev; calls as there; viability, %; measured here: viability with 2 uM doxorubicin; hits give low values
NFkB transloc inh cell count 2 µM: recorded beside NFkB transloc inh, whose call it bears; cell count; measured here: cells passing quality filter;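 raw number of nuclei counted in each imaged well without normalization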
* = called active by the depositor. A portion of the library; rates above refer to the full screens.

`CC(C)n1c(-c2cccnc2)nc2cnccc21` gave MRP resist rev -12, MRP resist rev cytotoxicity 83 and MRP resist rev with doxorubicin 95.
Screening C[C@H]1C[C@@H]2[C@H]([C@@H](O)C[C@@]3(C)[C@H]2CC[C@]3(O)C(=O)CO)[C@@]2(C)C=CC(=O)C=C12 returned MRP resist rev -26, MRP resist rev cytotoxicity 72 and MRP resist rev with doxorubicin 98.
`COC(=O)c1ccc(C2/C(=C(\O)c3cccc(OC)c3)C(=O)C(=O)N2CCCN2CCOCC2)cc1` (centres undefined) gave MRP resist rev -8, MRP resist rev cytotoxicity 94 and MRP resist rev with doxorubicin 102.
`CC(=O)OCC(=O)[C@@]12OC(C)(C)O[C@@H]1C[C@H]1[C@@H]3C[C@H](F)C4=CC(=O)C=C[C@]4(C)[C@@]3(F)[C@@H](O)C[C@@]12C` gave MRP resist rev -4, MRP resist rev cytotoxicity 82 and MRP resist rev with doxorubicin 86.
Nc1nc(CSc2nnc(-c3cccc(F)c3)n2-c2ccccc2)nc(N2CCOCC2)n1 was read as MRP resist rev -26, MRP resist rev cytotoxicity 69 and MRP resist rev with doxorubicin 95.
Screening O=C(C1CCN(Cc2ccc(OCc3ccccc3)cc2)CC1)N1CCCC1 returned MRP resist rev -26, MRP resist rev cytotoxicity 59 and MRP resist rev with doxorubicin 84.
For Cc1nc2sccn2c1-c1nc(C2CC2)c(C(=O)c2ccc3c(c2)NC(=O)CO3)s1 the results were MRP resist rev -5, MRP resist rev cytotoxicity 70 and MRP resist rev with doxorubicin 75.
For CCOC(=O)N1CCN(C(=O)CSc2nnc(-c3cc(OC)ccc3OC)o2)CC1 the results were MRP resist rev -10, MRP resist rev cytotoxicity 76 and MRP resist rev with doxorubicin 86.
Screening N#Cc1ccccc1Cn1c(=O)n(Cc2ccc(C(=O)NCc3ccco3)cc2)c(=O)c2ccccc21 returned MRP resist rev -9, MRP resist rev cytotoxicity 12 and MRP resist rev with doxorubicin 21.
COc1ccc(C2C3=C(CC(C)(C)CC3=O)N(CCN3CCOCC3)C3=C2C(=O)CC(C)(C)C3)cc1 was read as MRP resist rev 9, MRP resist rev cytotoxicity 80 and MRP resist rev with doxorubicin 71.
For COCCc1ccc(OCC(O)CNC(C)C)cc1 (centres undefined) the results were MRP resist rev -4, MRP resist rev cytotoxicity 99 and MRP resist rev with doxorubicin 103.
`NC(=O)CSc1nnc(-c2ccncc2)n1-c1ccc(Cl)cc1` gave MRP resist rev 6, MRP resist rev cytotoxicity 94 and MRP resist rev with doxorubicin 88.
For Cc1nnc2sc(-c3cc4ccccc4o3)nn12 the results were MRP resist rev 2, MRP resist rev cytotoxicity 91 and MRP resist rev with doxorubicin 89.
Cc1cccn2c(=O)c3cc(C(=O)N4CCc5ccccc5C4)n(C)c3nc12 was read as MRP resist rev 0, MRP resist rev cytotoxicity 85 and MRP resist rev with doxorubicin 85.
COc1ccc(OC)c(S(=O)(=O)N2CCC(C(=O)NCCC3=CCCCC3)CC2)c1 was read as MRP resist rev 14, MRP resist rev cytotoxicity 85 and MRP resist rev with doxorubicin 71.
For O=C(C1CCCN(S(=O)(=O)c2cccc3nonc23)C1)N1CCN(c2ccccc2Cl)CC1 (centres undefined) the results were MRP resist rev 16, MRP resist rev cytotoxicity 87 and MRP resist rev with doxorubicin 71.
O=C(CSc1ccc2nnc(-c3cccnc3)n2n1)NCC1CCCO1 (centres undefined) was read as MRP resist rev -11, MRP resist rev cytotoxicity 94 and MRP resist rev with doxorubicin 105.
COC(=O)c1cc(Nc2cc(C)nc3ncnn23)cc(C(=O)OC)c1 was read as MRP resist rev 3, MRP resist rev cytotoxicity 83 and MRP resist rev with doxorubicin 80.
For S=c1[nH]nc(-c2ccco2)n1C1CCCCC1 the results were MRP resist rev 3, MRP resist rev cytotoxicity 87 and MRP resist rev with doxorubicin 83.
Screening COC(=O)c1ccc(Nc2cc(C)nc3nc(C)nn23)cc1 returned MRP resist rev 6, MRP resist rev cytotoxicity 92 and MRP resist rev with doxorubicin 86.
For CC(=O)OCC(=O)[C@@]1(O)CC[C@H]2[C@@H]3CCC4=CC(=O)CC[C@]4(C)[C@H]3C(=O)C[C@@]21C the results were MRP resist rev 0, MRP resist rev cytotoxicity 94 and MRP resist rev with doxorubicin 94.
For CCOC(=O)C1=C(C)NC(C)=C(C(=O)OC)C1c1cccc(Cl)c1Cl (centres undefined) the results were MRP resist rev -3, MRP resist rev cytotoxicity 60 and MRP resist rev with doxorubicin 62.
For COc1ccccc1CNC(=O)C(NC(=O)C1CCCCC1)C(C)C (centres undefined) the results were MRP resist rev 8, MRP resist rev cytotoxicity 101 and MRP resist rev with doxorubicin 94.
`O=C(Cn1cnc2c(cnn2-c2ccc(F)cc2)c1=O)NCCc1ccccc1` gave MRP resist rev 4, MRP resist rev cytotoxicity 99 and MRP resist rev with doxorubicin 96.
For CNC(=O)Oc1ccc2c(c1)[C@]1(C)CCN(C)[C@@H]1N2C the results were MRP resist rev 2, MRP resist rev cytotoxicity 99 and MRP resist rev with doxorubicin 97.
Cc1cc2cc(CN3C(=O)c4ccccc4C3=O)ccc2n1C was read as MRP resist rev 0, MRP resist rev cytotoxicity 78 and MRP resist rev with doxorubicin 78.
`CCC(=O)N1CCc2cc(Br)cc(S(=O)(=O)NCCN3CCOCC3)c21` gave MRP resist rev 7, MRP resist rev cytotoxicity 98 and MRP resist rev with doxorubicin 91.
For CCOC(=O)c1ccccc1NC(=O)CN1CCC(n2nnc3cc(F)ccc32)CC1 the results were MRP resist rev -45, MRP resist rev cytotoxicity 27 and MRP resist rev with doxorubicin 72.
CC1(C)S[C@@H]2[C@H](NC(=O)[C@H](C(=O)O)c3ccsc3)C(=O)N2[C@H]1C(=O)O was read as MRP resist rev 2, MRP resist rev cytotoxicity 109 and MRP resist rev with doxorubicin 107.
`CCCC1c2ccc(C)n2CCN1C(=O)Nc1ccccc1Cl` (centres undefined) gave MRP resist rev -37, MRP resist rev cytotoxicity 48 and MRP resist rev with doxorubicin 85.
For O=C(NC1(C(F)(F)F)C(=O)Nc2c1c(=O)[nH]c(=O)n2-c1ccccc1)c1ccncc1 (centres undefined) the results were MRP resist rev 7, MRP resist rev cytotoxicity 89 and MRP resist rev with doxorubicin 82.
COc1ccc(N2CCN(C(c3ccccc3)c3sc4nc(C)nn4c3O)CC2)cc1 (centres undefined) was read as MRP resist rev 4, MRP resist rev cytotoxicity 95 and MRP resist rev with doxorubicin 91.
`CCCCC[C@H](O)/C=C/C1=C(CCCCCCC(=O)O)C(=O)CC1` gave MRP resist rev -14, MRP resist rev cytotoxicity 70 and MRP resist rev with doxorubicin 84.
Screening Cc1csc(NC(=O)c2cnc3ccccn3c2=O)n1 returned MRP resist rev 4, MRP resist rev cytotoxicity 98 and MRP resist rev with doxorubicin 94.
Cn1c(Cn2c(=O)sc3ccccc32)nnc1SCc1cccc(F)c1 was read as MRP resist rev -1, MRP resist rev cytotoxicity 74 and MRP resist rev with doxorubicin 75.
`CCc1nc(SCC(=O)N2CCC(C)CC2)c2c(=O)n(C)c(=O)n(C)c2n1` gave MRP resist rev 14, MRP resist rev cytotoxicity 90 and MRP resist rev with doxorubicin 76.
`CCOC(=O)CSC1=C(C#N)C(c2ccc(C)o2)CC(=O)N1` (centres undefined) gave MRP resist rev 2, MRP resist rev cytotoxicity 94 and MRP resist rev with doxorubicin 92.
Screening COC(=O)NCC(c1cccnc1)N1CCN(c2ccccc2F)CC1 (centres undefined) returned MRP resist rev 2, MRP resist rev cytotoxicity 90 and MRP resist rev with doxorubicin 88.
Screening CCOc1cc2[nH]c(=O)n(CC3CCC(C(=O)NC(C)CC)CC3)c(=O)c2cc1OCC (centres undefined) returned MRP resist rev -6, MRP resist rev cytotoxicity 84 and MRP resist rev with doxorubicin 90.
Cc1nn(C)c(C)c1S(=O)(=O)N(CC(=O)NCCN1CCOCC1)c1ccc(C(C)C)cc1 was read as MRP resist rev 2, MRP resist rev cytotoxicity 89 and MRP resist rev with doxorubicin 88.

Among those listed so far, these have a furan ring, fused or not:
Screening N#Cc1ccccc1Cn1c(=O)n(Cc2ccc(C(=O)NCc3ccco3)cc2)c(=O)c2ccccc21 returned MRP resist rev -9, MRP resist rev cytotoxicity 12 and MRP resist rev with doxorubicin 21.
For Cc1nnc2sc(-c3cc4ccccc4o3)nn12 the results were MRP resist rev 2, MRP resist rev cytotoxicity 91 and MRP resist rev with doxorubicin 89.
For S=c1[nH]nc(-c2ccco2)n1C1CCCCC1 the results were MRP resist rev 3, MRP resist rev cytotoxicity 87 and MRP resist rev with doxorubicin 83.
`CCOC(=O)CSC1=C(C#N)C(c2ccc(C)o2)CC(=O)N1` (centres undefined) gave MRP resist rev 2, MRP resist rev cytotoxicity 94 and MRP resist rev with doxorubicin 92.

(list continues)
Screening COC(=O)Cn1c(CN2CCN(c3ccccc3F)CC2)nc2c1c(=O)n(C)c(=O)n2C returned MRP resist rev 14, MRP resist rev cytotoxicity 99 and MRP resist rev with doxorubicin 84.
Screening COc1ccc(N2CCN(c3oc(COc4ccccc4)nc3C#N)CC2)cc1 returned MRP resist rev 19, MRP resist rev cytotoxicity 94 and MRP resist rev with doxorubicin 76.
Screening O=C(OCn1nnc2ccccc2c1=O)C1CCN(S(=O)(=O)c2cccs2)CC1 returned MRP resist rev 10, MRP resist rev cytotoxicity 97 and MRP resist rev with doxorubicin 87.
Cc1c(NS(=O)(=O)c2cccc3nsnc23)c(=O)n(-c2ccccc2)n1C was read as MRP resist rev 0, MRP resist rev cytotoxicity 85 and MRP resist rev with doxorubicin 85.
`Cc1nn(Cc2ccc(Cl)c(Cl)c2)c(C)c1NC(=O)c1cc(-c2ccco2)on1` gave MRP resist rev -9, MRP resist rev cytotoxicity 48 and MRP resist rev with doxorubicin 57.
CCCSc1nnc(NC(=O)Nc2ccccc2)s1 was read as MRP resist rev -9, MRP resist rev cytotoxicity 55 and MRP resist rev with doxorubicin 64.
`Cc1ccc(Nc2cc(C)nc3nc(C)nn23)c(C)c1` gave MRP resist rev 10, MRP resist rev cytotoxicity 91 and MRP resist rev with doxorubicin 81.
COc1ccccc1NC(=O)Cn1cnc2sc(C)c(S(=O)(=O)N3CCCCC3)c2c1=O was read as MRP resist rev 13, MRP resist rev cytotoxicity 100 and MRP resist rev with doxorubicin 88.
CCc1c(C#N)c(SCc2c(C)noc2C)nc2c1C(=O)CC(C)(C)C2 was read as MRP resist rev 31, MRP resist rev cytotoxicity 74 and MRP resist rev with doxorubicin 43.
`Cc1ccnc(N2C(=O)c3ccccc3C2Nc2cccc(C)c2C)c1` (centres undefined) gave MRP resist rev -4, MRP resist rev cytotoxicity 88 and MRP resist rev with doxorubicin 92.
`CCc1ccc(Nc2cc(C)nc3nc(C)nn23)cc1` gave MRP resist rev -27, MRP resist rev cytotoxicity 51 and MRP resist rev with doxorubicin 78.
For N/C(=N\OC(=O)COc1ccccc1)c1cccnc1 the results were Bcl-B displacement -6%.
Screening O=[N+]([O-])c1ccc(N2CCCCC2)nc1 returned Bcl-B displacement 3%.
For CCN(CC)c1ccc(C=C2C(=O)OC(C)(C(C)(C)C)OC2=O)cc1 (centres undefined) the results were Bcl-B displacement -8%.
Screening CCCCc1c(C)nc2ccc(OC)cc2c1SCCC(=O)O returned Bcl-B displacement -1%.
For O=C(Nc1ccc(Cl)cc1Cl)c1cccc(N2C(=O)C=CC2=O)c1 the results were Bcl-B displacement -7%.
Screening Cc1cc(C)cc(OCC(O)CN2CCC(CN3C(=O)c4cccc5cccc(c45)C3=O)CC2)c1 (centres undefined) returned Bcl-B displacement -3%.
Screening CCOc1cc(/C=N/NC(N)=O)cc(Br)c1OCc1ccccc1 returned Bcl-B displacement 2%.
Screening O=C(c1ccc(CN2CCc3ccccc3C2)cc1)N1CCN(c2ccc(F)cc2)CC1 returned NFkB transloc inh 1 and NFkB transloc inh cell count 2 µM 139.

Some of these compounds in order of molecular weight, falling.
Cn1c(Cn2c(=O)sc3ccccc32)nnc1SCc1cccc(F)c1 was read as MRP resist rev -1, MRP resist rev cytotoxicity 74 and MRP resist rev with doxorubicin 75.
COC(=O)c1cc(Nc2cc(C)nc3ncnn23)cc(C(=O)OC)c1 was read as MRP resist rev 3, MRP resist rev cytotoxicity 83 and MRP resist rev with doxorubicin 80.
For N/C(=N\OC(=O)COc1ccccc1)c1cccnc1 the results were Bcl-B displacement -6%.

Compounds above that contain a COOH group (three):
CC1(C)S[C@@H]2[C@H](NC(=O)[C@H](C(=O)O)c3ccsc3)C(=O)N2[C@H]1C(=O)O was read as MRP resist rev 2, MRP resist rev cytotoxicity 109 and MRP resist rev with doxorubicin 107.
`CCCCC[C@H](O)/C=C/C1=C(CCCCCCC(=O)O)C(=O)CC1` gave MRP resist rev -14, MRP resist rev cytotoxicity 70 and MRP resist rev with doxorubicin 84.
Screening CCCCc1c(C)nc2ccc(OC)cc2c1SCCC(=O)O returned Bcl-B displacement -1%.

Source: PubChem (several laboratories)
